# Screening results: PubChem, National Center for Advancing Translational Sciences (NCATS)
# N370S GC mod – inhibitors or activators of N370S glucocerebrosidase for Gaucher disease | P04062 | N370S GC spleen homogenate, 4MU-glucoside fluorescence | Potency, µM (highest dose often 59.4 µM), without a hit: at the top dose activity change, negative = inhibition, most hits filed as inhibitors | actives 0.092% (n = 330,000);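 also: 0% = full enzyme activity and -100% = no enzyme basal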
# DT40 TDP1 no CPT – qHTS for Inhibitors of human tyrosyl-DNA phosphodiesterase 1 (TDP1): qHTS in cells in absence of CPT; DT40 Tdp1-/- hTDP1 cells, no CPT, ATP luminescence, 48 h; Potency, µM (series often up to 46.2 µM), for the others: top-dose activity change, negative = growth inhibition, usual class: inhibitors; actives 15% (n = 420,000); AID 686978, 2013; also: nearly all actives have a fitted effect of over 55% in size
#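 Stably hTDP1-transfected Tdp1-null chicken DT40 cells were treated with library compounds minus camptothecin and grown for at least 48 hr at 37 °C, after which cellular ATP was quantified by luminescence.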
# TDP1 block – blocks human tyrosyl-DNA phosphodiesterase 1; Q9NUW8; recombinant TDP1, AlphaScreen DNA substrate cleavage; Potency, µM (highest dose often 130 µM), for the others: at the highest dose activity change, negative = inhibition, most hits filed as inhibitors; actives 0.28% (n = 350,000); AID 485290; also: nearly all actives have a fitted effect of over 40% in size
# Target sequence (Q9NUW8 whole entry, looked up): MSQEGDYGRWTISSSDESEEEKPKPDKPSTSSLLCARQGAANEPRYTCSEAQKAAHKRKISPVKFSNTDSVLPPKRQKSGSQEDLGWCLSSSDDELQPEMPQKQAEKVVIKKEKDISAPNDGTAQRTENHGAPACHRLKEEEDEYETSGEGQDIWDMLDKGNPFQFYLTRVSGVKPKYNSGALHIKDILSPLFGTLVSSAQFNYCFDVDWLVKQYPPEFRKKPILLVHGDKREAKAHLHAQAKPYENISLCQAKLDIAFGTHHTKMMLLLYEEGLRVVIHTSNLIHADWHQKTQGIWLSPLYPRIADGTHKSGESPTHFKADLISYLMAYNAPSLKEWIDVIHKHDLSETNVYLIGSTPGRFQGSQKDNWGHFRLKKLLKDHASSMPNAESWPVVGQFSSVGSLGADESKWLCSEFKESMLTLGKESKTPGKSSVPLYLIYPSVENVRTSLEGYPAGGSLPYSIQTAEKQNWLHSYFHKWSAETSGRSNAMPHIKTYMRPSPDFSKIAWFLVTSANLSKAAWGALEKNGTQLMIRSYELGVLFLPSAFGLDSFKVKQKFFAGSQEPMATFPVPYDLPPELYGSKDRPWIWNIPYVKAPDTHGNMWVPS
#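 Recombinant E. coli-expressed Tdp1 (1 nM) preincubated with compound 15 min at RT, then 5'-biotin/3'-phosphotyrosine-FITC DNA substrate (15 nM) added for 5 min. AlphaScreen beads (10 ug/ml) added, 10 min RT; tyrosine-FITC cleavage read as signal loss.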
# * hit, by the source's call; ? = inconclusive; . = not tested or not shown; [ ] = dose if it differs, or a comment. Calls follow the shape of the dose curve; as a rule, active = well fitted curve in the direction sought with a large enough effect; inconclusive = small, poorly fitted or top-dose-only effect, or another doubt; inactive = no such curve, though single readings can be large; an effect the other way counts as inactive or inconclusive. Unless noted, % is scaled to controls: 0 for no effect and ±100 for the full control effect; potency is read from the fitted curve at half-maximal effect.
SMILES | N370S GC mod | DT40 TDP1 no CPT | TDP1 block
N#CCCCC#Cc1ccc2c(c1)COc1c3ccccc3nn1-2 | 3% | ? | 0%
CCC1C(=O)NCCN1C(=O)CCc1nnc(CCc2ccc(OC)cc2)o1 (stereo not drawn) | -4% | -5% | 5%
COc1ccc(-n2c(SCC(=O)NC3CCCCC3)nc3c([nH]c4ccccc43)c2=O)cc1 | . | 21µM* | -2%
C=CCn1c(COc2ccccc2-c2ccccc2)nnc1SCC(=O)NC(=O)NCc1ccco1 | 20% | 1% | 3%
CC1CCC(NC(=O)CCS(=O)(=O)c2ccc3c(c2)NC(=O)CS3)CC1 (stereo not drawn) | -25% | 10% | -3%
Cc1ccc(N2C(S)=C(C#N)C(=O)NC2c2ccco2)cc1 (stereo not drawn) | -4% | ? | -5%
Cn1cccc1C(=O)N1CCC[C@@]2(CCN(c3cccc(-c4ccccc4)c3)C2)C1 | 27% | ? | .
Cc1ccc(C(=O)NCCc2nnc3ccc(SCC(=O)N4CCCCC4)nn23)cc1 | 0% | -15% | 3%
Cc1ccc(Cl)cc1N1CCN(C(=O)c2cc(S(=O)(=O)N3CCCCCC3)cn2C)CC1 | . | ? | 9%
COc1ccc(C(=O)Nc2ccc(N3CCN(C(=O)c4ccccc4)CC3)cc2)cc1[N+](=O)[O-] | 9% | ? | 8%
Cc1c(C(=O)NCCSCc2cccc(C(F)(F)F)c2)cnn1-c1ccc(Cl)cc1 | 4% | ? | 4%
COc1cc(C2CC(=O)Nc3cc4c(cc32)OCCO4)cc(OC)c1O (stereo not drawn) | . | 21µM* | 2%[12.3 µM]
CC1=CC(C)(C)NC(=S)N1NC(=O)c1ccccc1Cl | 6% | -5% | .
CN=C(Nc1cc(Cl)ccc1Cl)SC1CC(=O)N(c2ccc(C(=O)OC)cc2)C1=O (stereo not drawn) | -23% | ? | 2%
Cc1cc(C)n(C(C)n2nc(C)cc2C)n1 | 19% | -9% | -3%
CC1CCN(c2nc3ccccc3n2CC(=O)c2ccccc2)CC1 | -9% | ? | 5%
S=c1[nH]nc(C2CCCCC2)n1/N=C/c1c(Cl)cccc1Cl | -13% | 17% | .
COC(=O)c1ccc(-c2ccco2)n1Cc1ccccc1Cl | 12% | -5% | 5%
COc1ccc(CCC(=O)NNC(=O)Nc2cc(Cl)ccc2C)cc1 | -1% | 3% | 3%[56.1 µM]
O=C(Nc1cccc(C(=O)O)c1)/C(=C\c1ccccc1)NC(=O)c1ccccc1 | 14% | 0% | 4%
CO[C@@H]1CC[C@@]2(C)[C@@H](CC[C@@]3(C)[C@H]2CC=C2[C@H]4CC(C)(C)[C@H](O)[C@@H](OC(C)=O)[C@]4(CO)[C@H](O)C[C@]23C)[C@@]1(C)CO (tested in a mixture with another compound) | -26%[21.6 µM] | . | -1%[21 µM]
CN(Cc1ccc(Cl)c(Cl)c1)C(=O)c1cccc(S(=O)(=O)N2CCN(Cc3ccccc3)CC2)c1 | . | 21µM* | 2%
CC1CCCCC1NCc1cccc([N+](=O)[O-])c1 (stereo not drawn) | -4% | 5% | -13%
COc1ccc(C(=O)Nc2cc(C(F)(F)F)ccc2Cl)cc1OC | . | -14% | 1%
Cc1cc2c(ncn2C)c(NS(=O)(=O)c2ccccc2Cl)c1C | 9% | -24% | 0%

# An excerpt from above, reduced to DT40 TDP1 no CPT and TDP1 block.
smiles,DT40 TDP1 no CPT,TDP1 block
Cc1ccc(Cl)cc1N1CCN(C(=O)c2cc(S(=O)(=O)N3CCCCCC3)cn2C)CC1,?,9%
Cn1cccc1C(=O)N1CCC[C@@]2(CCN(c3cccc(-c4ccccc4)c3)C2)C1,?,.
O=C(Nc1cccc(C(=O)O)c1)/C(=C\c1ccccc1)NC(=O)c1ccccc1,0%,4%

# Further compounds:
SMILES | N370S GC mod | DT40 TDP1 no CPT | TDP1 block
COc1ccccc1C(CNC(=O)C1CC(=O)N(Cc2ccc(C)cc2)C1)N1CCCC1 (stereo not drawn) | -17% | 0% | 1%[0.505 µM]
CC(=O)c1cccc(NC(=O)C2CCN(S(=O)(=O)c3ccc4c(c3)CCCN4C(C)=O)CC2)c1 | . | ? | 2%
CCN=C1SC(CC(=O)Nc2ccccc2OCC)C(=O)N1CC (stereo not drawn) | 4% | -11% | -2%
N#Cc1ccc(C(=O)Nc2ccc(S(=O)(=O)NC3=NCCCCC3)cc2)cc1 | -1% | ? | -5%
COc1ccc2oc(C(=O)Nc3nc4ccccc4[nH]3)c(C)c2c1 | 10% | 10µM* | .
CC(=O)Nc1cccc2c1[n+]([O-])c(C)c(C)[n+]2[O-] | 6% | . | 2%
O=c1oc2ccc(NS(=O)(=O)c3cccc4cccnc34)cc2s1 | 3% | 23µM* | .
O=C(CCCN1C(=O)C(c2ccccc2)Oc2cccnc21)Nc1ccccc1C(F)(F)F (stereo not drawn) | . | 2% | -3%
COCCNC(=O)C(=O)NNC(=O)CCc1ccccc1 | -15% | 3% | -5%
O=S(=O)(c1ccc(Cl)cc1)c1nc(-c2ccco2)oc1N1CCOCC1 | 9% | -7% | 6%
COc1cccc(N2CC(O)Cn3c2nc2c3c(=O)[nH]c(=O)n2C)c1 (stereo not drawn) | 0% | -2% | 5%
CCOC(=O)c1cc(C)n(-c2ccc(OC)c(OC)c2)c1C | -1% | 18µM* | 9%
CCNc1c(NS(=O)(=O)c2ccc([N+](=O)[O-])cc2)c(=O)oc2ccccc12 | 0% | ? | 0%
CC(C)CNS(=O)(=O)c1ccc(CCC(=O)N2CCCC2)cc1 | 3% | 11% | -5%
O=C1Nc2ccccc2C(=O)N2[C@H](c3ccc(F)cc3)[C@@H]3C(=O)N(Cc4ccccc4)C(=O)[C@@H]3[C@H]12 | -3% | ? | .
O=C1C(=O)N(c2ccc(O)cc2)C(c2ccccc2[N+](=O)[O-])/C1=C(\O)c1ccccc1 (stereo not drawn) | -6% | 8% | 3%
Fc1ccccc1CN1CCCCCCC1 | . | -10% | -4%
Cc1nnc(SCC(=O)Nc2ccc(N3CCOCC3)cc2)n1-c1ccccc1 | -3% | -6% | 7%
O=C(O)c1ccccc1-c1ccc(C(F)(F)F)cc1 | . | -9% | 10%
Cn1c(=O)c2c(nc(SCc3ccccn3)n2C)n(C)c1=O | 6% | . | 6%
O=C(COC(=O)CCN1C(=O)C2CC=CCC2C1=O)NCCc1ccccc1 (stereo not drawn) | 2% | -1% | 2%
COC(=O)N/N=C/c1cn(CC(C)COc2ccccc2)c2ccccc12 (stereo not drawn) | 6% | 23µM* | 8%
Cc1ccc(-n2nnc3c(=O)n(CC(=O)N4CCOCC4)cnc32)cc1 | 4% | 2% | -1%
CC(CC(=O)N1CCN(c2ccc(C(F)(F)F)cn2)CC1)n1ccnc1 (stereo not drawn) | -5% | ? | 6%
Cc1coc2c1c(C)cc1oc(=O)c(CC(=O)NCCC(=O)O)c(C)c12 | 13% | -16% | .

# (cont.)
SMILES | N370S GC mod | DT40 TDP1 no CPT | TDP1 block
COc1ccc(-n2nc3c(c2NC(=O)C(=O)NCc2ccccc2)CSC3)cc1 | . | ? | 5%
CCOC(=O)C1=C(c2ccccc2)OC(N)=C(C#N)C1c1ccco1 (stereo not drawn) | 5% | 5% | -2%
Cc1ccc(S(=O)Cc2ccc(C(=O)N3CCN(C(=O)c4ccco4)CC3)o2)cc1 (stereo not drawn) | -19% | 18% | 2%
Cn1c(SCC(=O)Nc2ccc3[nH]c(=O)[nH]c3c2)nnc1-c1ccc(F)cc1 | -7% | 12% | .
Cc1cccc(CN2CCC(CNC(=O)Cn3ncc4c([nH]c5ccc(C)cc54)c3=O)CC2)c1 | . | ? | -1%
O=S(=O)(c1ccccc1)c1nnn2c1nc(NC1CCCCC1)c1sccc12 | . | -6% | -3%
CNS(=O)(=O)c1cc2c3c(cccc3c1)C(=O)NC2=O | 7% | 23µM* | 3%
CCC(C)NC(=O)C1CCN(c2nc(OC)nc(OC)n2)CC1 (stereo not drawn) | 4% | -6% | -8%
CCOC(=O)C1CCN(C(=O)Cc2ccc(C)cc2)CC1 | -1% | -8% | 0%
CCNC(=O)COc1ccc(/C=C2\COc3ccccc3C2=O)cc1OC | -18% | 13µM* | 10%
CCOc1ccc(N2C(=O)C(CC(=O)Nc3ccc(F)cc3)N(Cc3ccccn3)C2=S)cc1 (stereo not drawn) | -25% | ? | -1%
O=c1cc(O)c(-c2cccc(C(F)(F)F)c2)c(Cl)[nH]1 | 8% | -14% | 4%
O=C(NC1(C(F)(F)F)C(=O)Nc2c1c(=O)[nH]c(=O)n2-c1ccccc1)c1ccccc1 (stereo not drawn) | . | ? | 1%
O=C(Cc1ccc(S(=O)(=O)N2CCCC2)s1)Nc1cccc([N+](=O)[O-])c1 | . | 16µM* | 1%
Cc1ccccc1NCc1nc2ccccc2n1C | -5% | -9% | 3%
Cc1[nH]c2ccccc2c1C(=O)C(=O)NC1CC(=O)N(c2ccccc2)C1 (stereo not drawn) | . | 3% | 5%
CCN(CC)C(=O)[C@H]1C[C@H](CC(=O)NCCCN(C)C)C(=O)N2CCc3c([nH]c4cc(CCC(=O)N(C)C)ccc34)[C@]12C | . | 5% | 0%[56.1 µM]
O=C(NC(=S)Nc1ccccc1C(F)(F)F)c1ccccc1F | 4% | ? | 3%
CSc1ccc(S(=O)(=O)NCC(=O)OCCOc2ccccc2)cc1[N+](=O)[O-] | -4% | -2% | .
CC(C)CN(C(=O)COC(=O)CCN1C(=O)c2ccccc2C1=O)C1CCS(=O)(=O)C1 (stereo not drawn) | 11% | -5% | -13%
CCOc1cc(/C=C2\SC(N3CCCCC3)=NC2=O)ccc1O | -14% | ? | .
COc1ccc(NC(C)=O)cc1S(=O)(=O)N1CC=C(c2ccccc2)CC1 | . | 9% | -14%
CC1(C)Cc2noc(N)c2C(C)(C)N1OC(=O)c1cccs1 | 3% | -22% | 3%
COc1ccccc1NC(=O)CSc1nnc(NC(=O)Nc2ccc(C)cc2)s1 | . | ? | 3%
CSc1ccc(CCNC(=O)c2cc(C)nn2-c2ccccc2)cc1 | 8% | ? | 4%

# Filtered by structure, those above with a cyano group
SMILES | N370S GC mod | DT40 TDP1 no CPT | TDP1 block
N#CCCCC#Cc1ccc2c(c1)COc1c3ccccc3nn1-2 | 3% | ? | 0%
Cc1ccc(N2C(S)=C(C#N)C(=O)NC2c2ccco2)cc1 (stereo not drawn) | -4% | ? | -5%
N#Cc1ccc(C(=O)Nc2ccc(S(=O)(=O)NC3=NCCCCC3)cc2)cc1 | -1% | ? | -5%
CCOC(=O)C1=C(c2ccccc2)OC(N)=C(C#N)C1c1ccco1 (stereo not drawn) | 5% | 5% | -2%

# Further compounds
SMILES | N370S GC mod | DT40 TDP1 no CPT | TDP1 block
COc1ccc(-c2nnc(N3CCC(C)CC3)c3ccccc23)cc1 | 21% | 16µM* | -8%
O=S1(=O)N=C(Nc2nncs2)c2ccccc21 | 8% | -8% | 1%
Cc1cccc(CNC(=O)c2cc3cc(S(=O)(=O)N4CCCCC4)ccc3n2C)c1 | . | 18µM* | 0%
Cc1cccc(N2CCN(C(=O)CCc3c(C)nc4c(c3C)c(=O)n(C)c(=O)n4C)CC2)c1C | . | ? | 0%
CCOc1ccccc1CNCc1c(C(=O)O)c(C)n(Cc2ccc(C)cc2)c1C | . | ? | 5%
O=C(C1CCC(CNc2c(N3CCCCC3)c(=O)c2=O)CC1)N1CCCCC1 (stereo not drawn) | 0% | -15% | 1%
COCCN1CCN(C(=O)C2CCC(=O)N(Cc3cccc(C(F)(F)F)c3)C2)CC1 (stereo not drawn) | 6% | 5% | 3%
COc1nc(NCc2ccco2)nc(N2CCC(C)CC2)n1 | 8% | ? | 8%
COC(=O)c1c(NC(=O)c2ccc(C(C)(C)C)cc2)sc2c1CCC(C)C2 (stereo not drawn) | . | 6% | -6%[12.3 µM]
Cc1ccc(C(=O)N/C(=C\c2ccc(-c3cccc([N+](=O)[O-])c3)o2)C(=O)NC(C)(C)C)cc1 | 4% | 16µM* | 0%
O=C(CC1(c2ccc(Cl)cc2)C2CC3CC(C2)CC1C3)NCCO (stereo not drawn) | -14% | -10% | -4%
Cc1cc(C(=O)c2cccs2)c(N)s1 | 2% | -25% | 9%
Cn1c(CN2CCN(c3cccc(Cl)c3)CC2)nc2ccccc21 | 3% | ? | 10%[56.1 µM]
CCOc1ccc(-n2nc3ccc(NC(=O)c4ccc(OC)c(Cl)c4)cc3n2)cc1 | . | ? | 5%
C/C(=N\NC(=O)OC(C)(C)C)c1ccc(-n2ccnc2)cc1 | -12% | -18% | 6%
Cc1ccc(C(=O)C2=C(O)C(=O)N(c3ncccn3)C2c2cccc(Cl)c2)o1 (stereo not drawn) | 0% | . | 3%
CCOC(=O)C1CCN(C(=O)c2cn(CCOC)c(=O)c3c2c2ccccc2n3C)CC1 | 6% | -10% | 2%
CC(C)c1nnc(NC(=O)CCC2CCCCC2)s1 | -5% | 8% | .
Cc1nn(-c2cccc(Cl)c2)c2c1C(c1ccncc1)C(C#N)=C(N)O2 (stereo not drawn) | -23% | ? | 14%

# An excerpt; rates above refer to the full screens.
